D2 antagonist = antagonists of human D2 dopamine receptor; P14416; HEK293 TREx D2 cells, calcium flux, dopamine EC80; hit rate 2% among 340,000; inhibition, % at 10 µM; in the data active = inhibition above about 30%; also: 0% is about no effect
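Tetracycline-induced HEK293 T-REx cells expressing D2 force-coupled to calcium signalling were dye-loaded, exposed to compound for 180 s, then challenged with an EC80 of dopamine; calcium flux was followed kinetically for a further 180 s.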
USP1-UAF1 inh = blocks the human USP1/UAF1 deubiquitinase complex; recombinant USP1/UAF1, Ub-Rhodamine cleavage fluorescence; hit rate 0.23% among 390,000; AID 743255; Potency, µM (doses to about 57.1 µM), inactives show at the highest dose activity change, negative = inhibition, usual class: inhibitors; also: potency is read from the fitted curve at half-maximal effect; % is scaled to controls: 0 for no effect and ±100 for the full control effect; nearly all actives have a fitted effect of over 60% in size; inactives centre near -12
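Step one: compound is pinned into 1nM USP1/UAF1 in HEPES pH 7.8 buffer with TCEP. Step two: 15 min room-temperature incubation. Step three: Ub-Rho (150nM final) starts cleavage, tracked by fluorescence over six one-minute reads.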
TrxR1 inh = inhibitors of rat thioredoxin reductase 1; O89049; recombinant rTrxR1, NADPH fluorescence consumption, selenite substrate; Potency, µM (titrated, usually from 114 µM), without a hit: at the top dose activity change, negative = inhibition, most hits filed as inhibitors; hit rate 1% among 390,000; AID 588453; also: potency is read from the fitted curve at half-maximal effect; % is scaled to controls: 0 for no effect and ±100 for the full control effect; nearly all actives have a fitted effect of over 65% in size
Target sequence (O89049 whole entry, looked up): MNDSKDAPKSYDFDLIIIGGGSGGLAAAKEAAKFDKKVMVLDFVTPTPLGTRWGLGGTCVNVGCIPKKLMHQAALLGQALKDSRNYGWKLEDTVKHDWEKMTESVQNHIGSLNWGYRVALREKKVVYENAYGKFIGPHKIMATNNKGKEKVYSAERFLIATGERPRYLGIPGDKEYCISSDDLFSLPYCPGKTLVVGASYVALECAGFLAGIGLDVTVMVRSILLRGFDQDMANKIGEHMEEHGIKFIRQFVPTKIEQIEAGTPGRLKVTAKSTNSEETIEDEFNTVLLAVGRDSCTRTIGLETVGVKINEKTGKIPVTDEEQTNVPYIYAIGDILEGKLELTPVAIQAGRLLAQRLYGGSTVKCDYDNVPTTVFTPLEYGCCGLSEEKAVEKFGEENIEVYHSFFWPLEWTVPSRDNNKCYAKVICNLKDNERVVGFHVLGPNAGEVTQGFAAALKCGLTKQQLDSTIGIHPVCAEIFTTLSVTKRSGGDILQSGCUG
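Rat TrxR1 (90 nM in the dispensed reagent) was pre-reduced with 400 uM NADPH for 5 min at room temperature, then incubated with compound for 15 min. After 400 uM selenite was added, NADPH fluorescence (Ex 340/Em 450 nm) was followed for 8 min.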
TrxR1 substrate = substrates of rat thioredoxin reductase 1; purified TrxR1 substrate turnover, NADPH consumption readout; AID 588456; hit rate 0.01% among 390,000; O89049; Potency, µM (highest dose often 114 µM), without a hit: top-dose activity change, negative = substrate turnover; also: potency is read from the fitted curve at half-maximal effect; % is scaled to controls: 0 for no effect and ±100 for the full control effect; nearly all actives have a fitted effect of over 50% in size
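Rat TrxR1, dispensed at 90 nM, was prereduced with 400 uM NADPH (final) for 5 min at ~22 deg C, then incubated with compound 15 min before 400 uM selenite. A first-read NADPH fluorescence drop versus no-compound background flagged substrates.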
TRHR agonist = TRH receptor (human) agonism; activation, % at 2 µM; hit rate 0.18% among 360,000; P34981; TRHR cells, calcium flux fluo-8, FDSS agonist mode; in the data active = activation above about 30%; also: 0% is about no effect
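Read-out: compound-evoked intracellular calcium rise in TRHR cells, fluo-8 dye, kinetic FDSS fluorescence at 1 s/cycle following a 10-cycle baseline. Cells cultured overnight before dye loading (30 min–1.5 h, RT).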
TRHR enhancer = TRH receptor (human) allosteric enhancement; TRHR cells, fluo-8 calcium fluorescence, EC20 TRH enhancement; enhancement, % at 2 µM; hit rate 0.66% among 360,000; in the data active = enhancement above about 30%; also: 0% is about no effect
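TRHR-expressing cells loaded with fluo-8 calcium dye were read kinetically (ex 480/em 530) during compound addition, then stimulated with an EC20 of TRH (10 nM final). Enhancement of the Gq-mediated intracellular calcium response was scored.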
PI4K2A block = PI4K2A (human) kinase inhibition | AID 1346378 | hit rate 0.13% among 420,000 | purified PI4K2A, ADP-Glo luminescence, 1 h; hits give low values | Q9BTU6 | activity change, negative = inhibition, % at 76.9 µM; in the data active = activity change below about -50%; inconclusive = mostly about -30% to -49%;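 also: -100% = wells without enzyme as full effect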
Target sequence (Q9BTU6 whole entry, looked up): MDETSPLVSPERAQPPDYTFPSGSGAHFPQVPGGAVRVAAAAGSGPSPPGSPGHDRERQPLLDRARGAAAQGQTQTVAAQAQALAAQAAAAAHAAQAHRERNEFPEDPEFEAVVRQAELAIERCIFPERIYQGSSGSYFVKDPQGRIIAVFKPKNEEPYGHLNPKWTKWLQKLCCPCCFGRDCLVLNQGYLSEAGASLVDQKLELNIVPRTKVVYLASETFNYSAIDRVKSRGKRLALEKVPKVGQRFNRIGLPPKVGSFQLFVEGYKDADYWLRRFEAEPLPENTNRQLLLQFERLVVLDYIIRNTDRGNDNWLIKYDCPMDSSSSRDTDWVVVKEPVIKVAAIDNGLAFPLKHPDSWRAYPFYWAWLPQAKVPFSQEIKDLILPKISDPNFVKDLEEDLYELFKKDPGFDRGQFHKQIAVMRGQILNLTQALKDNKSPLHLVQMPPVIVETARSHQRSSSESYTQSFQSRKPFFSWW
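ADP-Glo luminescence measured ADP generated by PI4K2A enzyme (4 ug/mL before mixing) with 1.2 mM PI substrate (pre-mix) and 300 microM ATP (pre-mix). Tris pH7.5 buffer with MgCl2, Triton X-100; 1 h reaction at ambient temperature.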
mIDH1 inhibitor = inhibitors of human mutant IDH1 R132H. Potency, µM (highest dose often 76.6 µM), inactives show at the highest dose activity change, negative = inhibition, most hits filed as inhibitors. IDH1-R132H enzyme, NADPH consumption, diaphorase/resazurin fluorescence. O75874. hit rate 0.093% among 390,000. AID 602179; also: potency is read from the fitted curve at half-maximal effect; % is scaled to controls: 0 for no effect and ±100 for the full control effect; nearly all actives have a fitted effect of over 65% in size
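IDH1-R132H (0.5 ug/mL dispensed) in pH 7.5 Tris buffer was preincubated 30 min with compound, then given a substrate mix of 0.016 mM NADPH and 2 mM alpha-KG for 80 min at room temperature; remaining NADPH was read by diaphorase/resazurin fluorescence.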
D2 agonist = D2 dopamine receptor (human) agonism; P14416; HEK293 T-REx D2 cells, calcium flux agonist mode; activation, % at 2 µM; hit rate 0.53% among 340,000; AID 485358;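 active = activation over 3 SD above normal in the single-dose calcium agonist read, cut at about 30% in these data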; also: 0% is about no effect
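In this primary screen, compounds producing a positive calcium signal within 180 s of addition to tetracycline-induced, force-coupled HEK293 Trex D2 cells are flagged; cells are dye-loaded with a no-wash calcium kit beforehand.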
Starred values were filed as active, the others as inactive; ? = inconclusive; · = no result given; [ ] = dose if it differs, or a comment. Unless noted, calls follow the shape of the dose curve; as a rule, active = well fitted inhibition curve with a large enough effect; inconclusive = small, poorly fitted or top-dose-only effect; inactive = no such curve, though single readings can be large or run the other way.

SMILES	D2 antagonist	USP1-UAF1 inh	TrxR1 inh	TrxR1 substrate	TRHR agonist	TRHR enhancer	PI4K2A block	mIDH1 inhibitor	D2 agonist
O=C(c1ccc2c(c1)OCO2)C1CCCN(Cc2ccccc2OC(F)F)C1 (centres undefined)	26	-19%	32%	2%	0.1	-14	5	2%	-0.1
CCSc1cc(N2CCOCC2)nc(-c2ccccc2)n1	12	-14%	0%	0%	-0.4	0	-4	2%	-2.7
Cc1ccc(OCCn2ccc(=O)[nH]c2=O)cc1C	-13	-22%	-13%	-10%	0.1	8	-1	5%	0.9
CC(C)(C)C(=O)N1CCN(C(c2ccccc2)c2ccccc2)CC1	-23	-11%	-27%	-14%	-0.6	-3	-1	3%	-0.8
O=C(CCC(=O)Nc1cccc([N+](=O)[O-])c1)N/N=C/c1cccs1	14	-8%	5%	-4%	-0.3	-2	2	28%	-0.1
COc1cc(C(=O)N=c2sc3ccccc3n2C)cc(OC)c1OC	-10	-22%	21%	6%	-0.2	1	4	-6%	-0.2
Cc1nc2nc(Cc3ccccc3)nn2c(C)c1Cl	-1	8%	28%[57.1 µM]	10%[57.1 µM]	-0.1	-4	-4	5%	0.0
CCCCCOc1ccc(NC(=O)C(=O)NCC2CCCN2CC)cc1 (centres undefined)	-4	-11%	25%[57.1 µM]	3%[57.1 µM]	0.3	15	2	5%	-0.3
Cc1cc(C(=O)N2CCCC2)n[nH]1	2	-13%	-2%	4%	0.3	2	-4	0%	-0.7
COC(=O)c1ccc(NC(=O)CSc2nnc(COc3c(C)cccc3C)o2)cc1	9	-4%	14%	4%	0.5	-1	-3	9%	0.1
Cc1ccc(NS(=O)(=O)c2ccc(-c3cnc(C4CC4)o3)cc2)c(C)c1	·	-26%	25%	-5%	0.2	-1	-4	2%	·
CC(=O)c1sc(NC(=O)CN2C(=O)CCC2=O)nc1C	·	-8%	21%[57.1 µM]	-10%	·	·	0	-1%	·
CC(OC(=O)Cn1[nH]c(=O)c2ccccc2c1=O)C(=O)Nc1ccc(Cl)cn1 (centres undefined)	·	-21%	8%	-1%	-0.9	-3	2	0%	·
CCOc1ccc(/C=C/c2nc(C#N)c(NCCc3ccccc3)o2)cc1	·	-4%	14%	22%	0.7	-5	-5	5%	16
Cc1ccc(C(=O)COC(=O)c2cc(=O)[nH]c3ccccc23)cc1	6	-7%	11%[57.1 µM]	8%[57.1 µM]	-0.9	47*	-3	0%	1.2
O=S(=O)(O)c1ccc(Cl)c(Cl)c1	·	-8%	7%[2.29 µM]	2%[57.1 µM]	·	·	5	-1%	·
CCC(=O)Nc1cccc(C(=O)OCc2cc(=O)n3nc(CC)sc3n2)c1	·	-8%	3%[57.1 µM]	-3%[57.1 µM]	0.6	6	-4	-9%	3.3
COc1ccc(OC)c(NC(=O)CSc2ccc(-c3cccnc3)nn2)c1	5	-5%	-14%	-8%	0.1	-1	0	10%	-1.2
CC(=O)c1ccc(N(CC(=O)NC2CCCC2)C(=O)c2ccc(C)s2)cc1	-3	-1%	5%	2%	-0.3	6	2	-1%	-0.7
COc1cc(C(c2c(C)[nH][nH]c2=O)c2c(C)[nH][nH]c2=O)cc(Cl)c1O	-9	-20%	15%	-2%	-0.3	-1	-6	-6%	0.3
CCCn1c2ccccc2c2cn[nH]c(=O)c21	-15	-3%	13%[57.1 µM]	12%[57.1 µM]	-0.5	8	7	4%	-0.2
Cc1ccc(C)c(C(=O)c2ccccc2NC(=O)c2ccccn2)c1	3	-12%	16%	4%	0.1	-1	-11	-3%	0.2
Cc1cc2c(c(=O)n1CCCn1ccnc1)C(c1ccco1)C(C#N)=C(N)O2 (centres undefined)	12	-12%	-16%	9%	0.0	-1	-13	8%	-0.1
O=C(NCCn1cc(SCc2ccc(C(F)(F)F)cc2)c2ccccc21)c1cccs1	·	-24%	1%	-7%	-3.1	11	0	9%	-1.4
O=C(Nc1nccs1)c1ccc([N+](=O)[O-])cc1	9	-10%	17%	-1%	-0.6	-2	0	4%	1.4
CCN(CC)CCCNC(=O)c1cc(-c2ccc(Cl)c(Cl)c2)on1	-5	2%	-2%[57.1 µM]	1%[57.1 µM]	0.5	-1	9	-1%	1.6
Cc1nnc(-c2ccc(N3CCCCCC3)c([N+](=O)[O-])c2)o1	-4	0%	-4%	-11%	0.3	-5	0	3%	-0.5
CCc1nn(CCCC(=O)N2CCN(c3cccc(OC)c3)CC2)c(=O)c2cc3occc3n12	·	-9%	-4%	-4%	-1.2	1	1	-24%	-1.3
CCC(C)n1c(=N)c(C(=O)NCc2ccccc2)cc2c(=O)n3cc(C)ccc3nc21 (centres undefined)	·	-23%	123%[activator]	372%[activator]	-0.4	29	-4	5%	-1.4
O=C(Nc1ncccn1)c1ccc([N+](=O)[O-])o1	9	23%	-16%[57.1 µM]	-5%[57.1 µM]	1.1	-1	-2	-1%	-0.5
Cc1ccc(CNS(=O)(=O)c2ccc(-c3cc(C(F)(F)F)on3)s2)cc1	·	?	14%[57.1 µM]	-5%[57.1 µM]	0.2	1	2	8%	0.4
CCOc1cc(N2CCOCC2)c(OCC)cc1NC(=O)COC(=O)c1ccc(OC)c([N+](=O)[O-])c1	·	-14%	-9%	-7%	·	·	6	-1%	·
CC(C)OC(=O)CSc1nc2cc3c(cc2cc1C#N)OCO3	-12	-7%	-16%	-8%	1.1	-4	1	1%	0.4
CNS(=O)(=O)c1cn(CC(=O)NCc2ccc(F)cc2)cc1S(=O)(=O)NC	-1	-11%	22%	0%	0.1	0	1	-2%	0.1
Cc1nc(-c2ccc(F)cc2)c(CC(=O)Nc2ccc(C)c(S(=O)(=O)N3CCOCC3)c2)s1	-4	-6%	9%	-2%	-1.2	0	0	-7%	0.2
COC(=O)c1ccc(NC(=O)CN(c2ccc(OC)cc2)S(C)(=O)=O)cc1	-13	-9%	37%	10%	0.1	-4	-1	0%	0.5
Cc1ccc(-c2cc(C(=O)NC3CCN(Cc4ccccc4)CC3)c3ccccc3n2)cc1	-28	-4%	-6%	20%	-0.1	2	0	2%	-0.6
CNc1snc(C)c1C(=O)OCC(=O)Nc1ccc(C)cc1F	3	-23%	5%	-6%	0.2	3	0	2%	-0.7
O=C(c1ccco1)N1CCN(Cc2cccc(F)c2)CC1	84*	-5%	18%	21%	0.2	-3	-18	5%	88*
COc1ccc(C2C(C(=O)N3CCCC3)CC(=O)N2c2ccc(OC)cc2)cc1 (centres undefined)	-13	-5%	-3%	-5%	0.0	2	-3	3%	0.0
Cc1ccc(NC(=O)C(=O)c2c[nH]c3ccccc23)cc1	1	3%	15%	-3%	1.8	-2	-1	4%	0.9
Cc1ccc(NC(=O)c2ccc([N+](=O)[O-])o2)cc1S(=O)(=O)N1CCOCC1	17	-18%	?	-7%	-0.3	0	-8	7%	16
O=C(O)c1ccn(Cn2cnc3ccccc32)n1	-12	1%	-4%[57.1 µM]	5%[57.1 µM]	-0.6	-2	-4	3%	-0.3
O=C(c1cc(COc2ccc(F)c(F)c2)on1)N1CCN(C/C=C/c2ccccc2)CC1	2	-19%	20%	-1%	1.7	10	-2	4%	0.3
O=C(C1CCCN1S(=O)(=O)c1ccc(Cl)cc1)N1CCCCC1 (centres undefined)	7	0%	-12%	-8%	0.7	1	-1	8%	0.1
Cc1nc(CC(=O)N2CCN(c3cccc(C)c3C)CC2)cs1	5	-21%	-18%	0%	0.1	9	5	5%	0.4
O=C(CCC(=O)N1CCSc2ccccc21)NCc1cccc(Br)c1	-18	-16%	16%[57.1 µM]	6%[57.1 µM]	-0.5	7	-6	0%	0.0
CC(C)c1ccc(CNC(=O)C2CCCN2S(=O)(=O)c2ccccc2)cc1 (centres undefined)	4	-9%	18%	-1%	-0.2	1	1	1%	-0.1
CN(C)/C=C/C(=O)c1ccccc1OCc1cnc(Cl)s1	-8	-9%	4%	-5%	0.7	4	-1	0%	1.5
COc1ccc(-c2cccc([C@H]3[C@@H]4C=CCC[C@@]4(C)C(=O)N3Cc3ccccc3)c2)cc1	10	?	-9%[57.1 µM]	0%[57.1 µM]	0.3	0	1	-1%	0.1
O=C(CCN1C(=O)c2ccccc2C1=O)N1CCC(c2ccccc2)C1 (centres undefined)	·	-4%	-12%	-10%	0.0	-3	9	4%	·
COc1ccc(-c2c[n+](CC(=O)OC3CC(C)CCC3C(C)C)c3n2CCC3)cc1 (centres undefined)	17	-7%	6%	0%	-0.4	-7	-3	3%	-0.4
O=C(Nc1cccc(C(F)(F)F)c1)c1cc2nc(-c3ccco3)cc(C(F)(F)Cl)n2n1	·	-28%	3%	14%	-0.5	1	0	7%	0.6
C=CCn1c(SCC(=O)Nc2cccc(C)c2)nnc1-c1cnccn1	-13	-6%	-3%	-12%	-0.6	6	-2	18%	-0.2
Cc1ccc(CNC(=O)CCc2c(C)nc3c4c(C)cc(C)nc4nn3c2C)cc1	·	-10%	22%	30%	-1.4	3	3	5%	-0.2

Reformatted: entries from further up.
smiles | D2 antagonist | USP1-UAF1 inh | TrxR1 inh | TrxR1 substrate | TRHR agonist | TRHR enhancer | PI4K2A block | mIDH1 inhibitor | D2 agonist
CCc1nn(CCCC(=O)N2CCN(c3cccc(OC)c3)CC2)c(=O)c2cc3occc3n12 | · | -9% | -4% | -4% | -1.2 | 1 | 1 | -24% | -1.3
CCC(C)n1c(=N)c(C(=O)NCc2ccccc2)cc2c(=O)n3cc(C)ccc3nc21 (centres undefined) | · | -23% | 123%[activator] | 372%[activator] | -0.4 | 29 | -4 | 5% | -1.4
O=C(Nc1ncccn1)c1ccc([N+](=O)[O-])o1 | 9 | 23% | -16%[57.1 µM] | -5%[57.1 µM] | 1.1 | -1 | -2 | -1% | -0.5
Cc1ccc(CNS(=O)(=O)c2ccc(-c3cc(C(F)(F)F)on3)s2)cc1 | · | ? | 14%[57.1 µM] | -5%[57.1 µM] | 0.2 | 1 | 2 | 8% | 0.4
CCOc1cc(N2CCOCC2)c(OCC)cc1NC(=O)COC(=O)c1ccc(OC)c([N+](=O)[O-])c1 | · | -14% | -9% | -7% | · | · | 6 | -1% | ·

Screens deposited in PubChem by National Center for Advancing Translational Sciences (NCATS).

This is a random part of the collection; overall some 3.9% were active at least once.
